# SSB-PriA inh – inhibitors of Klebsiella pneumoniae PriA binding to SSB C-terminal tail, primary screen, biochemical, AlphaScreen. PriA–SSB C-terminal tail interaction (Klebsiella pneumoniae). 0.6% of 430,000 active. AlphaScreen SSBct-PriA binding, biotinylated peptide. inhibition, % at 33 µM. AID 1272365, 2023; in the data active = inhibition mostly above about 37%, no sharp cut-off; inactive = mostly below about 20%;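 note: plate controls were negative control peptide for no effect and reference peptide for full effect; strong numbers were not always called active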
# Starred values were filed as active, the others as inactive; & = joins results of further samples. These rows are one share of the data, so the mix of outcomes need not match the whole.
SMILES,SSB-PriA inh
Cc1ncn(CC(=O)N2CCc3cnc(N4CCOCC4)nc3C2)c(=O)c1C,-1
COc1cc(-c2nnc(SCc3ccc([N+](=O)[O-])cc3)n2C)cc(OC)c1OC,-9
Nc1ncc(Cc2ccc(F)cc2)s1,16
CN1CCC(CNS(=O)(=O)c2ccc(OC(F)(F)F)cc2)CC1,-2
COC(=O)Cn1c(=NC(=O)CCCS(=O)(=O)Cc2ccccc2)sc2cc(F)cc(F)c21,2
COc1ccc(C=NN2CCN(c3ccc(Cl)cc3)CC2)cc1,-33
Cc1csc(CN2CCN(C(=O)C3CCCC3)CC2)n1,-21
CN(N=Cc1ccc(Br)o1)C1=NS(=O)(=O)c2ccccc21,-6
Cc1cccc(S(=O)(=O)N2CCS[C@H]2c2ccc(Br)cc2)c1,-27
Cc1ccc([C@H](CNC(=O)Cc2cccc(C)c2)N2CCOCC2)cc1,2
Cc1cc(C(=O)Nc2ccc(-n3nnn(CC(=O)NCc4ccco4)c3=O)cc2)no1,-13
CCCS(=O)(=O)N1CCCc2cc(NS(=O)(=O)c3cc(C)c(OCC)c(C)c3)ccc21,-3
O=C(Nc1cnc(N2CCN(c3ccccc3)CC2)nc1)c1ccco1,-17
CCc1cccc2sc(NC(=O)CS(=O)(=O)Cc3ccccc3)nc12,-27
CC1CCN(Cc2c(C(=O)NN=Cc3ccccc3O)nnn2-c2nonc2N)CC1,-2
C=CCn1c(CCN2C(=O)c3cccc4cccc(c34)C2=O)nnc1SCc1ccc(C(=O)OC)cc1,-11&10
Cc1ccc(Cl)c2sc(N(Cc3cccnc3)C(=O)c3ccnn3C)nc12,2
O=C(c1cnc2ccccc2n1)N1CCC(n2ccnn2)C1 (stereo not given),-21
Cc1c(Cl)ccc2sc(NCc3ccccn3)nc12,15
COc1ccc(OC)c(C2C3=C(N=c4sc(=Cc5cccc(O)c5)c(=O)n42)c2ccccc2CC3)c1 (stereo not given),15
COc1ccccc1CNC(=O)N[C@H]1CC(=O)N(c2ccc(C)c(C)c2)C1,-7
CCOC(=O)N1CCN(C(=O)C2CCCN(c3ccc(-c4ccco4)nn3)C2)CC1 (stereo not given),-6
COc1cccc(NC(=O)NCC(OC)c2ccsc2)c1OC (stereo not given),-24
CCc1nnsc1C(=O)Nc1ccc(C)cc1,-17
Cc1cc(C)cc(OCCNS(=O)(=O)c2ccc(F)cc2)c1,-18
COc1ccccc1C(=O)NCCn1cc(SCc2ccc(C(F)(F)F)cc2)c2ccccc21,6
O=C(C1CC1)N1CC(Oc2nc3ccccc3s2)C1,-2
Cc1nnc(CNC(=O)c2csc(-c3ccccc3)n2)o1,-4
CCOc1cccc(-c2c(C(=O)NN=Cc3ccco3)nnn2-c2nonc2N)c1,-14
O=C(Nc1cccc(-c2nc3ccccc3[nH]2)c1)c1sc2ccccc2c1Cl,5&6
O=c1[nH]c2ccccc2nc1-c1cc(Cl)ccc1NS(=O)(=O)c1ccccc1,15
C=CCN1C(=O)C(C)(C)COc2cc(NS(=O)(=O)Cc3ccc(Cl)cc3)ccc21,3
CC(C)c1ccc(OCC(=O)N2CCCSC[C@@H]2CN2CCOCC2)cc1,-18
CC(=O)NN=C(C)c1ccc(NC(=O)c2csc(C)c2C)cc1,-21
CC1(C)CC(=NO)c2cc3c(nc2C1)CCCC3,-1
CC(C)C12CN3CCN(CC(C3)C1=NNC(=O)Nc1ccccc1)C2,9
CC12CN3CCN(CC(C3)C1=NNC(N)=O)C2,-5
O=C1NC(=O)N(CCNc2ncc(C(F)(F)F)cc2Cl)C(=O)C1C=NOCc1c(F)cccc1Cl (stereo not given),-12
COc1ccc(-c2c3c(nc4sc(C(=O)Nc5nsc(-c6ccc(Cl)cc6)n5)c(N)c24)CC(C)(C)CC3=O)cc1,-7
COC(=O)c1ccccc1NC(=O)CSc1nc2sc(C)cc2c(=O)n1Cc1ccco1,-5&2
O=C(c1ccccc1F)N1Cc2cncnc2C1,11
Cc1ccc(C2=Nc3ccccc3C(=O)Nc3ccccc32)cc1,-7
CN(CC#CCNC(=O)c1cccc(C#N)c1)Cc1ccccc1,-8
O=C(Nc1ccc(N2CCCS2(=O)=O)cc1)c1ccc2ccccc2c1,-2
COc1cccc(-c2noc(-c3sccc3S(=O)(=O)N(C)c3cccc(Cl)c3)n2)c1OC,-8
Cc1cc(C(=O)Nc2nc(C(=O)N3CCc4ccccc43)co2)no1,-3
O=C1CCCN1c1cccc(NS(=O)(=O)c2ccc3c(c2)CCO3)c1,-11
O=C(C[C@@H]1SC(N2CCOCC2)=NC1=O)Nc1ccc(O)cc1,-16
CNC(=O)CS(=O)(=O)C1CCN(S(=O)(=O)c2ccc3oc(=O)n(C)c3c2)CC1,-5
COc1cc(C=NNC(=O)c2nc3ccccn3c2C)cc(OC)c1O,2
Cc1cc(NC(=O)CN2CCN(CC(O)c3ccco3)CC2)no1 (stereo not given),9
COC(=O)N1CCC(CNC(=O)N2CCNC2=O)CC1,16
O=C(Cc1ccc(-c2ccccc2)cc1)N1CCN=C1SCc1cccc(C(F)(F)F)c1,-6
Cc1nc(SCc2ccccc2F)[nH]c(=O)c1CC(=O)O,-15
CCN(CC)C(=O)Nc1ccc(NC(C)=O)cc1,5
CC1CCN(C(=O)COc2ccc(-c3ccccc3)cc2)CC1,0
O=C(O)CCC(=O)Nc1ccc(N=Cc2ccc([N+](=O)[O-])cc2)cc1,10
N#CC(C#N)=Cc1cn(CCC(=O)O)nc1-c1cccc(Br)c1,-15
COc1cccc(C=NNC(=O)c2ccc(CN3c4cccc5cccc(c45)S3(=O)=O)cc2)c1,-6
CCOc1ccc(NC(=O)CC(NCc2cccnc2)C(=O)O)c([N+](=O)[O-])c1 (stereo not given),14

# Other entries:
SMILES,SSB-PriA inh
O=C(NCC1(O)CCCC1)c1cccc(Cl)c1,-12
O=c1/c(=C\c2cccc3ccccc23)sc2nc(C3COc4ccccc4O3)nn12 (stereo not given),5
Cc1ccc(-n2ncc3c(C4CC4)nn(CC(=O)N4CCOCC4)c(=O)c32)c(C)c1,5
O=C(CCCn1c(SCC(=O)NC2CCCCC2)nc2ccccc2c1=O)NCCCN1CCOCC1,-4
Cc1nc(-c2ccccc2)sc1C(=O)Nc1ccc(-c2ccc3nncn3n2)cc1,-6&-2
CCCN(CCC)Cc1c(C(=O)NN=Cc2ccc(C)o2)nnn1-c1nonc1N,-1
O=C(CSc1nccnc1N1CCN(c2ccccc2)CC1)Nc1ccccc1Br,-1
O=S(=O)(NCCN1CCN(c2ccc(Cl)cc2)CC1)c1ccc(F)cc1,6
CN1CCN(c2ccc([N+](=O)[O-])c(NN=C3CN4CCC3CC4)c2)CC1,3
O=C(c1ccco1)N1CCN(c2cnnc(N3CCCC3)c2)CC1,-1
COc1ccc2c(C)c(CC(=O)N3C[C@H]4C[C@H](C3)c3cccc(=O)n3C4)c(=O)oc2c1C,-5
O=C(Nc1nc(-c2ccc(Cl)cc2)cs1)c1ccc(F)c(S(=O)(=O)N2CCOCC2)c1,68
O=C(CON=Cc1ccccc1OC(F)F)NC1CCCCC1,-17
Cc1ccccc1C=NNC(=O)CSc1nc2ccccc2o1,-8
Cn1nc(C(=O)Nc2cc(Cl)ccc2Cl)ccc1=O,-6
Nc1c(-c2ccccc2)sc2nc(-c3ccccc3)cc[n+]12,6
NC(Cc1ccc(Cl)cc1Cl)=NOC(=O)c1ccccc1,-30
O=C(/C=C/c1cccs1)Nc1nnc(-c2ccc3c(c2)OCO3)o1,-32
O=C(c1ccc(F)cc1F)N1CCC(c2nnc(-c3ccc(F)cc3)o2)CC1,-9
CCCN=C1CC(C)(C)CC(=O)C1=C(O)CCCN1C(=O)c2ccccc2C1=O,3
O=C(Nc1nc(-c2ccccc2)ns1)c1cccc(Br)c1,-16
CC1Cc2ccccc2N1C(=O)C1CCN(c2ccc(-c3ccco3)nn2)CC1 (stereo not given),6
COc1ccc(-c2cn3c(CC(=O)Nc4cccc(C)c4)csc3n2)cc1,11
Cc1ccc2scc(N3CCOCC3)c(=O)c2c1,7
O=C(CCCc1ccccc1)N1CCC(Oc2cccnc2)CC1,-11
CN1C(=O)c2oc3ccc(Br)cc3c(=O)c2C1c1cccnc1 (stereo not given),1
CSc1nnc(CNC(=O)c2ccc(S(=O)(=O)N3CCOCC3)cc2)n1-c1cccc(C(F)(F)F)c1,1
O=C(c1cc(-c2cccnc2)on1)N1CCN(c2cc3c(nn2)CCCC3)CC1,-9
Cc1cc(C(=O)NCc2cc(-c3ccc(F)cc3)on2)no1,-17
Cc1cc(C(=O)Nc2nc(C(=O)Nc3cccc(NS(C)(=O)=O)c3)co2)no1,-10
Cn1nccc1C(=O)Nc1nc(-c2cccnc2)cs1,-19
CCCCn1c(CNC(=O)c2ccc(OC)cc2)nnc1SCC(=O)N1CCN(c2ccccc2)CC1,23
COC(C)(CNC(=O)C(=O)Nc1cc2c3c(c1)CCC(=O)N3CCC2)c1ccccc1F (stereo not given),-20
COc1ccc(C(N)=NOC(=O)CSc2ccc(C)cc2)cc1OC,-62
COc1ccc(OC)c(NC(=O)CSc2nnc(NC(=O)C3CC3)s2)c1,14
Cc1ccc2c(c1)N(C(=O)CSc1nc3ccsc3c(=O)n1CCc1ccc(Cl)cc1)CCO2,-7
O=C(NN=Cc1ccco1)C12CC3CC(CC(C3)C1)C2,-10
COc1ccc(S(=O)(=O)N2CCN(c3cccc(Cl)c3)CC2)cc1[N+](=O)[O-],23
CN(C)c1ccc(CCNS(=O)(=O)c2cc(Cl)ccc2Cl)cc1,10
O=C(NCCn1ncc2c(N3CCN(c4ncccn4)CC3)ncnc21)c1cccs1,-13
O=C(CC1CCCCN1S(=O)(=O)c1cccs1)Nc1ccccc1C(F)(F)F (stereo not given),23
COc1ccc(-c2ccc(N3CCN(C(=O)C(C)Oc4cccc(F)c4)CC3)nn2)cc1 (stereo not given),-3
CCOc1cc(C=NNC(=O)C2CCCC2)ccc1O,10
Cc1ccccc1OCC(=O)NCC(c1ccc(N(C)C)cc1)N(C)C (stereo not given),0
Cc1cc(N2CCOCC2)nc(Nc2ccc(NC(=O)COc3ccccc3)cc2)n1,8
Cc1cc2ncc(NC(=O)NCc3cccs3)cn2n1,-10
Cc1ccc(Nc2cc(C)nc(N3CCN(S(=O)(=O)c4ccc5c(c4)Cc4ccccc4-5)CC3)n2)cc1,-13
Cc1ccc(S(=O)(=O)Nc2cccc(C(=O)Nc3nnc(-c4ccc5c(c4)OCCO5)o3)c2)cc1,30
CCOc1ccc(-c2cc(=O)n(CC(=O)NCc3cccnc3)cn2)cc1,-3
CCCc1cc(=O)n(CC(=O)Nc2cccc(F)c2)cn1,-9
O=C(NN=Cc1ccoc1)c1ccccc1Br,-3
CCCC(=O)Nc1nc2c(CC)cccc2s1,-18&-11
O=c1[nH]c(SCc2cccc(F)c2)nc2c1cnn2-c1cccc(Cl)c1,5
Cc1ccc(N2C(=O)N(Cc3ccc(Br)cc3F)c3ccccc3S2(=O)=O)cc1C,-2
O=S(=O)(Nc1ccc(Br)cc1F)c1ccc(N2CCCCS2(=O)=O)cc1,-8
CC(Oc1ccccc1)C(=O)NCc1ccc(C(O)c2ccsc2)s1 (stereo not given),-6
CCOC(=O)N1CCC(NS(=O)(=O)CCCOc2ccc(F)cc2)CC1,-5
CC(Oc1ccc(Cl)cc1Cl)C(=O)Nc1ccc(-c2cn3c(n2)SCC3)cc1 (stereo not given),34
COc1ccc(Br)c(C(=O)Nc2cnn(C[C@H]3COc4ccccc4O3)c2)c1,-6
COc1cccc(NC(=O)C2CC(=O)NC(=NNC(=O)c3ccc(C)cc3)S2)c1 (stereo not given),7

# Ordered by length of the SMILES (high to low): part of the list above
SMILES,SSB-PriA inh
Cc1ccc(S(=O)(=O)Nc2cccc(C(=O)Nc3nnc(-c4ccc5c(c4)OCCO5)o3)c2)cc1,30
COc1ccc(-c2ccc(N3CCN(C(=O)C(C)Oc4cccc(F)c4)CC3)nn2)cc1 (stereo not given),-3
Cc1ccc(N2C(=O)N(Cc3ccc(Br)cc3F)c3ccccc3S2(=O)=O)cc1C,-2
COc1cccc(NC(=O)C2CC(=O)NC(=NNC(=O)c3ccc(C)cc3)S2)c1 (stereo not given),7
CC(Oc1ccc(Cl)cc1Cl)C(=O)Nc1ccc(-c2cn3c(n2)SCC3)cc1 (stereo not given),34
Cc1cc(N2CCOCC2)nc(Nc2ccc(NC(=O)COc3ccccc3)cc2)n1,8
O=S(=O)(Nc1ccc(Br)cc1F)c1ccc(N2CCCCS2(=O)=O)cc1,-8
O=c1[nH]c(SCc2cccc(F)c2)nc2c1cnn2-c1cccc(Cl)c1,5
CCOc1ccc(-c2cc(=O)n(CC(=O)NCc3cccnc3)cn2)cc1,-3
CCOC(=O)N1CCC(NS(=O)(=O)CCCOc2ccc(F)cc2)CC1,-5
Cc1ccccc1OCC(=O)NCC(c1ccc(N(C)C)cc1)N(C)C (stereo not given),0
CC(Oc1ccccc1)C(=O)NCc1ccc(C(O)c2ccsc2)s1 (stereo not given),-6
CCCc1cc(=O)n(CC(=O)Nc2cccc(F)c2)cn1,-9
Cc1cc2ncc(NC(=O)NCc3cccs3)cn2n1,-10
CCOc1cc(C=NNC(=O)C2CCCC2)ccc1O,10
O=C(NN=Cc1ccoc1)c1ccccc1Br,-3

# Given with each value named: entries from further up
canonical_smiles: O=S(=O)(Nc1ccc(Br)cc1F)c1ccc(N2CCCCS2(=O)=O)cc1
  SSB-PriA inh: -8

canonical_smiles: CCCc1cc(=O)n(CC(=O)Nc2cccc(F)c2)cn1
  SSB-PriA inh: -9

# Later entries
SMILES,SSB-PriA inh
Cc1ccc(N2CC(NC(=O)N3CCN(c4ccc([N+](=O)[O-])cc4)CC3)CC2=O)cc1C (stereo not given),-8
COc1ccc(C)cc1NC(=O)c1cc(-c2ccccc2)nc2c1c(C)nn2C1CCS(=O)(=O)C1 (stereo not given),2
CCCC12CN3CCN(CC(C3)C1=NNC(=O)c1ccccc1Cl)C2,-9
O=C(Nc1nc2c(s1)CCCC2)[C@@H]1CSc2nccc(=O)n2C1,8
COC(=O)C1CC(Oc2ccccc2F)CN1C(=O)c1ccc2c(OC)n(C)nc2c1 (stereo not given),15

# Compound activity: PubChem, Small Molecule Screening Facility, UW Madison
